# Screens as filed in PubChem BioAssay.
# EPAC2 antagonist = antagonists of human EPAC2 | Q8WZA2 | EPAC2 GEF exchange of Rap1B-BODIPY-GDP, fluorescence | Potency, µM (highest dose often 114 µM), for the others: at the top dose activity, negative = inhibition, hits mostly inhibitors | 0.18% of 360,000 active | AID 720708; note: potency is the fitted concentration of half-maximal effect; % is set by controls: 0 for no effect and ±100 for the full control effect; nearly all actives have a fitted effect of over 45% in size; many of its hits are not listed in these tables
# TDP-43 yeast inh = rescues yeast growth from TDP-43 toxicity; TDP-43 expressing yeast growth rescue, BacTiter-Glo, 24 h; Potency, µM (highest dose often 46.1 µM), for inactives: at the highest dose growth rescue (activation), usual class: activators; 1.8% of 410,000 active; AID 652104; note: potency is the fitted concentration of half-maximal effect; % of control where 0% means no effect; nearly all actives have a fitted effect of over 50% in size
#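 Readout is BacTiter-Glo luminescence of cell growth, so inhibitors register as activators. TDP-43-expressing yeast at OD600=0.02 in galactose medium, after raffinose pregrowth to mid-log, were incubated with compound for 24 hr at 30 deg C.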
# Abeta yeast res = compounds reversing amyloid beta toxicity in yeast. AID 1347071. Potency, µM (series often up to 46.1 µM), inactives show top-dose growth rescue, usual class: activators. 0.063% of 410,000 active. yeast expressing A-beta42, growth rescue, OD600, 48 h; response scale: 0% DMSO, 100% iron-clioquinol control; note: potency is the fitted concentration of half-maximal effect; nearly all actives have a fitted effect of over 55% in size
#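 Yeast A-beta toxicity model in growth medium with pinned compounds, 48 h at 30 C; growth read as absorbance at 600 nm. Normalized to FeCl3/clioquinol equimolar mix (positive) and DMSO (negative).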
# D3 antag = D3 dopamine receptor (human) antagonism | P35462 | D3R cells, DiscoveRx beta-arrestin luminescence, antagonist mode; stronger effect = lower value | max response, negative = inhibition, % | 2.5% of 360,000 active | AID 652054; in the data active = max response below about -50%; inconclusive = no clear call, values can overlap the other calls; note: % is set by controls: 0 for no effect and ±100 for the full control effect; mostly tested at two doses, the higher about 12 µM
# Target sequence (P35462 whole entry, looked up): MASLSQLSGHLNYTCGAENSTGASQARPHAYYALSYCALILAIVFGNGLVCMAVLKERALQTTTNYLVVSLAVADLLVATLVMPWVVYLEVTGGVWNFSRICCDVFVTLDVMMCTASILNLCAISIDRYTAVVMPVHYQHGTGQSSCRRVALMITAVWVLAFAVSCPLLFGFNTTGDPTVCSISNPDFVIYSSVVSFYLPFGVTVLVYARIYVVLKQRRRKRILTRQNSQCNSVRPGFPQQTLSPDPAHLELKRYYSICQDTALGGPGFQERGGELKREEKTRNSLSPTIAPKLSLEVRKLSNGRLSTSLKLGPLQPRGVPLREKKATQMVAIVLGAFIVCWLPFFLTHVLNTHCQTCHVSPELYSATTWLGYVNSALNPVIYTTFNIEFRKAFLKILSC
#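 Cells plated overnight at 1500 cells/well, then exposed to library compounds with dopamine controls for 90 minutes at 37 degrees C. DiscoveRx reagent added for 30–60 minutes at room temperature; luminescence read, quantitative HTS format.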
# aSyn yeast inh = rescues yeast growth from alpha-synuclein toxicity; Potency, µM (doses to about 46.1 µM), for inactives: at the highest dose growth rescue (activation), usual class: activators; Yeast expressing alpha-synuclein, growth rescue, BacTiter-Glo, 24 h; 0.14% of 370,000 active; note: potency is the fitted concentration of half-maximal effect; % of control where 0% means no effect; nearly all actives have a fitted effect of over 65% in size
#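 Rescue of yeast growth: cells expressing toxic alpha-synuclein, induced in galactose at OD600 0.02, incubated with compound 24 h at 30 C. ATP luminescence quantified growth; inhibitors of toxicity appear as activators.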
# EPAC2 agonist = activates human EPAC2 exchange factor; Q8WZA2; Potency, µM (doses to about 154 µM), for inactives: at the top dose activation, actives largely listed as activators; EPAC2 activation, biochemical qHTS; response scale: 100% = 6.5 mM cAMP response; 0.079% of 360,000 active; note: potency is the fitted concentration of half-maximal effect; nearly all actives have a fitted effect of over 50% in size
#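 Nucleotide exchange monitored as fluorescence drop when BODIPY-GDP leaves Rap1B. Reaction: 100 nM EPAC2, 250 nM RAP1B-BODIPY-GDP, 50 uM GDP, room temperature, kinetic read over 30 min. Activity expressed relative to 6.5 mM cAMP.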
# DRD3 agonist = agonists of human D3 dopamine receptor | P35462 | D3R DiscoveRx beta-arrestin cells, luminescence, 90 min | max activation, % | 0.58% of 410,000 active | AID 652048; in the data active = max activation above about 30%; note: 0% is about no effect; mostly tested at two doses, the higher about 12 µM
#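 Cells at 1500/well, incubated overnight, then treated with pinned compounds (dopamine as control) for 90 min at 37 degrees C. DiscoveRx reagent added for 30 - 60 minutes at room temperature; luminescence read.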
# FUS suppressor = rescues growth of FUS-expressing yeast; S. cerevisiae FUS-expressing, growth rescue, OD600, 24 h; Potency, µM (highest dose often 76.6 µM), for inactives: at the highest dose growth rescue (activation), actives largely listed as activators; 0.24% of 390,000 active;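 note: potency is the fitted concentration of half-maximal effect; plate controls were DMSO vehicle for no effect and reference control for full effect; nearly all actives have a fitted effect of over 55% in size; some results filed as inactive show a strong effect at the top dose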
#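 Read-out: OD at 600 nm after 24hr at 30C, reporting rescue of FUS-induced yeast toxicity. Cells at OD 0.005 in galactose (2%) minimal medium; compounds tested in a dilution series; CP55940 titration from 92uM final as control.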
# * = called active by the depositor; ? = inconclusive; . = not tested or not shown; [ ] = another dose, or the depositor's remark. Unless noted, calls come from the whole dose curve; as a rule, active = well fitted curve in the direction sought with a large enough effect; inconclusive = small, poorly fitted or top-dose-only effect, or another doubt; inactive = no such curve, though single readings can be large; an effect the other way counts as inactive or inconclusive. Only part of the results is shown (hit frequency here may not be typical).
SMILES,EPAC2 antagonist,TDP-43 yeast inh,Abeta yeast res,D3 antag,aSyn yeast inh,EPAC2 agonist,DRD3 agonist,FUS suppressor
O=C(COc1cccc2ccccc12)N1CCN(c2ccccc2)CC1,-5%,19%,-20%,11,?,19%,-2,22%
COc1ccc(NC(=O)CSc2ccc(C)cc2)cc1,-2%,?,9%,-23,1%,-6%,-1,2%
CCOCCCNS(=O)(=O)c1ccc(NC(=O)c2ccc([N+](=O)[O-])cc2Cl)cc1,14%,-13%,2%,-1,7%,-4%,-6,7%
CC(=O)Nc1ccccc1O,4%,0%,5%,26,4%,8%,20,-19%
O=C(Cn1cnc2ccccc21)Nc1cccc([N+](=O)[O-])c1,-1%,12%,-13%,-22,1%,3%,-12,-23%
COc1ccc(C(=O)Nc2cccc(-c3cn4ccsc4n3)c2)cc1OC,.,20%,1%,.,.,.,1,28%
CC(C)C1Nc2ccc(C(=O)NCc3ccco3)cc2NC1=O (stereo unspecified),-24%,3%,-21%,9,0%,-9%,17,-2%
Cc1ccccc1Nc1nc(N)nc(CSc2nnnn2-c2ccccc2)n1,-6%,-10%,17%,4,0%,8%,-11,8%
CCCCNC(=O)C1(C)CCN1Cc1ccc(C#N)cc1 (stereo unspecified),-4%,4%,-17%,?,-7%,4%,-5,-13%
C/C(=N\NC(=O)c1cccc(S(=O)(=O)N2CCOCC2)c1)c1ccco1,4%,-28%,-14%,-5,-2%,-2%,-7,22%
COc1ccc(N2CCN(Cc3nc4scc(-c5ccccc5)c4c(=O)[nH]3)CC2)cc1,-6%,0%,6%,-16,18%,5%,-1,?
Cc1onc(-c2ccccc2)c1C(=O)Nc1sc2c(c1C#N)CCC2,10%,?,-84%[inhibitor],13,-6%,23%,-3,45%
CC12C(=O)N(c3ccccc3C(=O)O)C(=O)C1C1C=CC2C1 (stereo unspecified),7%,8%,11%,7,-1%,6%,4,-19%
CCN(CC)c1ccc2cc(C(=O)NNC(=O)c3ccc(S(=O)(=O)N4CCCCC4)cc3)c(=O)oc2c1,?,10%,6%,-29,9%,?,-7,.
CN1CCN(C(=O)c2ccc3c(c2)N(Cc2ccc(C(F)(F)F)cc2)C(=O)c2ccccc2S3)CC1,.,-9%,-15%,.,.,.,10,?
CSc1sc(C(=O)Nc2ccc(F)cc2F)c2c1C=CCC2,3%,23%,0%,2,-2%,-2%,-11,-18%
Cc1ccc(-c2nn(-c3ccccc3)cc2C(=O)NCC(c2cccs2)N2CCOCC2)cc1 (stereo unspecified),-3%,29%,30%,10,10%,11%,-10,8%
C=CCNC(=S)NNC(=O)CSc1nc2ccccc2s1,0%,12%,-8%,3,5%,-1%,0,22%
COc1ccc(NC(=O)CSc2ccc(NC(C)=O)cc2)cc1S(=O)(=O)N1CCCCC1,1%,-20%,-1%,14,-9%,12%,-5,12%
Cn1nnc(NC(=S)NC(=O)c2cc(Cl)ccc2Cl)n1,-4%,?,?,-70*,-5%,-2%,-21,-9%

# Given as labelled records: entries from further up.
Structure: COc1ccc(NC(=O)CSc2ccc(NC(C)=O)cc2)cc1S(=O)(=O)N1CCCCC1
  EPAC2 antagonist = 1%; TDP-43 yeast inh = -20%; Abeta yeast res = -1%; D3 antag = 14; aSyn yeast inh = -9%; EPAC2 agonist = 12%; DRD3 agonist = -5; FUS suppressor = 12%

Structure: Cn1nnc(NC(=S)NC(=O)c2cc(Cl)ccc2Cl)n1
  EPAC2 antagonist = -4%; TDP-43 yeast inh = ?; Abeta yeast res = ?; D3 antag = -70*; aSyn yeast inh = -5%; EPAC2 agonist = -2%; DRD3 agonist = -21; FUS suppressor = -9%

# New compounds follow
SMILES,EPAC2 antagonist,TDP-43 yeast inh,Abeta yeast res,D3 antag,aSyn yeast inh,EPAC2 agonist,DRD3 agonist,FUS suppressor
COC(=O)c1ccc(CN2CCCC(CO)(Cc3ccc(F)cc3F)C2)cc1 (stereo unspecified),0%,-15%,-3%,-96*,-1%,15%,-18,8%
Nc1nc2ncccn2c1-c1ccc(F)cc1,3%,15%,-14%,2,2%,5%,2,6%
O=C(C1=NN[C@@H]2C(=O)N(c3ccccc3C(F)(F)F)C(=O)[C@H]12)C(c1ccccc1)c1ccccc1,-18%,10%,10%,0,19%,4%,-4,?
COc1ccc([C@H]2C[C@@H](O)C[C@@H](CCn3cc(-c4ccccc4)nn3)O2)cc1,-7%,?,-5%,8,9%,5%,-2,3%
COC(=O)c1ccccc1NC(=O)c1cnc2sc(N3CCOCC3)nn2c1=O,.,-5%,-11%,.,.,.,-14,13%
CCOc1ccccc1NC(=O)C1CCN(C(=O)Cc2ccccc2)CC1,6%,0%,-10%,5,11%,-1%,3,23%
CN(C)C(=O)CNC(=O)C1CCCCC1,4%,10%,11%,14,1%,-9%,0,12%
Cc1cc(C)c2c(n1)SCC(=O)N2CC(=O)NCCC1=CCCCC1,5%,17%,-2%,?,0%,7%,-3,-8%
COc1ccc([C@H]2/C=C\CN(Cc3ccc(N(C)C)cc3)[C@@H](C)C(=O)N2Cc2ccc(F)cc2)cc1,-6%,-8%,-5%,25,-1%,20%,-9,-7%
Cc1ccc(/C=C2\SC(=S)N(CCCC(=O)Nc3ccccn3)C2=O)cc1,-4%,20%,7%,0,10%,8%,3,.
CC(=O)NC1C(OCc2ccccc2)OC2COC(C)(C)OC2C1O (stereo unspecified),3%,3%,-1%,11,-1%,5%,9,20%
CCC1(C)Nc2ccccc2C(=O)N1O (stereo unspecified),1%,-21%,-12%,0,-1%,1%,-11,12%
O=S1(=O)CC(N2CCN(CCO)CC2)CN1Cc1cn(Cc2ccc(C(F)(F)F)cc2)nn1 (stereo unspecified),8%,18%,-3%,0,-4%,1%,-5,-4%
O=c1c(F)cn(C2CCCO2)c(=O)n1Cc1ccc(Cl)cc1 (stereo unspecified),-2%,?,?,3,10%,5%,4,?
O=S1(=O)CCC(NC(=S)N2CCCCC2)C1 (stereo unspecified),-4%,-22%,7%,-11,-1%,-1%,-4,.
O=C(c1cc(-c2ccc3c(c2)OCO3)on1)N1CCCCC1,7%,11%,-7%,10,2%,1%,3,-4%
Cc1noc2ncnc(Oc3ccc4ccccc4c3)c12,-5%,?,-35%[inhibitor],36,-10%,16%,8,.
CCOCCCNC(=O)C(c1ccc(OC)cc1)N(Cc1cccs1)C(=O)c1ccc(NC(C)=O)cc1 (stereo unspecified),.,10%,3%,.,.,.,6,20%
O=S(=O)(NC1CC1)c1ccc(S(=O)(=O)N2CCC3(CC2)OCCO3)cc1,13%,-2%[9.22 µM],-12%,2,1%,6%,-4,5%
CCC(C)NC(=S)Nc1ccc2nc(N3CCOCC3)cc(C)c2c1 (stereo unspecified),-6%,4%,-7%,14,5%,-4%,3,0%
O=C1NC[C@H](CCCCN2CCN(CCC3CCCCC3)C(=O)C2=O)N(CCc2ccc(O)cc2)C1=O,6%,25%,9%,9,-1%,3%,7,12%
Cn1ncc(Br)c1C(=O)N1CCN(C(=O)c2ccco2)CC1,0%,-2%,-2%,16,-1%,0%,0,.
O=C(NC(=S)N1CCOCC1)c1cn(-c2ccccc2)nc1-c1ccccc1,5%,3%,4%,4,-1%[1.84 µM],0%,-15,9%
CC1(C)CC(=O)C(C=Nc2ccccc2)=C(O)C1,11%,-2%,-21%,-28,6%,-3%,6,.
CCSc1nnc(NC(=O)COc2ccccc2)s1,-3%,-7%,-4%,-6,-16%,2%,1,-6%
Cc1ccc(Cn2ccc(NC(=O)c3cc(-c4ccc(Br)cc4)on3)n2)cc1,-7%,-3%,1%,-17,1%,-8%,12,-17%
O=C(CN1C(=O)C2C3C=CC(C3)C2C1=O)OCC(=O)c1ccc(Br)cc1 (stereo unspecified),-1%,-10%,0%,-6,1%,5%,-8,13%
COc1ccc(C(=O)c2ccc(C)cc2)c(OC)c1OC,-30%,?,5%,-2,19%,2%,-4,-2%
Clc1ccc(C(c2ccccc2)c2c[nH]c3ccccc23)s1 (stereo unspecified),.,20µM*,-32%[inhibitor],.,-36%[inhibitor],.,5,-7%

# Looked up one by one from the entries so far, three records:
SMILES,EPAC2 antagonist,TDP-43 yeast inh,Abeta yeast res,D3 antag,aSyn yeast inh,EPAC2 agonist,DRD3 agonist,FUS suppressor
Clc1ccc(C(c2ccccc2)c2c[nH]c3ccccc23)s1 (stereo unspecified),.,20µM*,-32%[inhibitor],.,-36%[inhibitor],.,5,-7%
CCC(C)NC(=S)Nc1ccc2nc(N3CCOCC3)cc(C)c2c1 (stereo unspecified),-6%,4%,-7%,14,5%,-4%,3,0%
CN1CCN(C(=O)c2ccc3c(c2)N(Cc2ccc(C(F)(F)F)cc2)C(=O)c2ccccc2S3)CC1,.,-9%,-15%,.,.,.,10,?

# Some values from above.
# Reading for `CCSc1nnc(NC(=O)COc2ccccc2)s1` in Abeta yeast res: -4%
# Reading for `O=C1NC[C@H](CCCCN2CCN(CCC3CCCCC3)C(=O)C2=O)N(CCc2ccc(O)cc2)C1=O` in TDP-43 yeast inh: 25%
# Reading for `O=C(NC(=S)N1CCOCC1)c1cn(-c2ccccc2)nc1-c1ccccc1` in DRD3 agonist: -15
# Reading for `O=C(CN1C(=O)C2C3C=CC(C3)C2C1=O)OCC(=O)c1ccc(Br)cc1` (stereo unspecified) in aSyn yeast inh: 1%
